# Bioassay records: PubChem BioAssay, National Center for Advancing Translational Sciences (NCATS)
# Integrin act MD – qHTS for Activators of Integrin-Mediated Alleviation for Muscular Dystrophy. Potency, µM (series often up to 38.3 µM), for the others: at the highest dose activation, most hits filed as activators. 350,000 tested, 0.064% active. alpha7betagal myoblasts, beta-gal FDG fluorescence, 48 h;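 further: potency means the concentration at half of the fitted maximal effect; 100% = response of the positive control SU9516; nearly all actives have a fitted effect of over 60% in size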
#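 alpha7betagal+/- myoblasts (passage 13, 250/well) treated 48 h at 37C with compounds at 1:260 dilution of DMSO stock. Lysed, then beta-galactosidase activity read as FDG fluorescence (ex 480/em 540) after 30 min, with pre-read for autofluorescence.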
# Menin-MLL TR inh – qHTS Assay for Inhibitors Targeting the Menin-MLL Interaction in MLL Related Leukemias: Competition With Texas Red Labeled MLL-derived Mutant Peptide. AID 1768, 2009. Potency, µM (titrated, usually from 61.6 µM), without a hit: at the top dose FP activity change, negative = inhibition, actives largely listed as inhibitors. Menin + Texas Red MLL mutant peptide, fluorescence polarization. O00255. 270,000 tested, 0.23% active; active means well fitted inhibition curve with a large enough effect in the polarisation, with a control signal flat, not every such curve was filed as active; inconclusive means small, poorly fitted or top-dose-only effect, or effect the other way, or a change in a side signal; inactive means no such curve, though single readings can be large or run the other way; the % refers to the polarisation; further: potency means the concentration at half of the fitted maximal effect; % of control where 0% means no effect; many of its hits are not listed in these tables
# Target sequence (O00255 whole entry, looked up): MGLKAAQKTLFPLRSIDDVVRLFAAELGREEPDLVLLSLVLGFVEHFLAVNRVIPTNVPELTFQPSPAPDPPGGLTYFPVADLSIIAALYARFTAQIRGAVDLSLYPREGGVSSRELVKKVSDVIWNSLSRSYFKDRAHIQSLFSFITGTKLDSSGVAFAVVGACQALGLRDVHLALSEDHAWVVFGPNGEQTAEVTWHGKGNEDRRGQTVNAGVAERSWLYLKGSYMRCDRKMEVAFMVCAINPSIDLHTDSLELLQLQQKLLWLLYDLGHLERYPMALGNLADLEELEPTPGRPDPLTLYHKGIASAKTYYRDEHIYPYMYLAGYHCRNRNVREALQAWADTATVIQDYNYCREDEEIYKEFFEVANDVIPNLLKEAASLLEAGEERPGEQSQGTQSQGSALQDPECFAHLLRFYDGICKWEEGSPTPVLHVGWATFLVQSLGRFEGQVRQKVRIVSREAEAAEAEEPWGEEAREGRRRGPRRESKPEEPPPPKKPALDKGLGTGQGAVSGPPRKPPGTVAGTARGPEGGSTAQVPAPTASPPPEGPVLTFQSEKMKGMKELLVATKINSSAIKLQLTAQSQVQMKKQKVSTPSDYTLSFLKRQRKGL
# Chronic BCR inh – qHTS Assay to Find Inhibitors of Chronic Active B-Cell Receptor Signaling | ABC-DLBCL IkBa-CBG/CBR reporter, luminescence ratio, 4 h | Potency, µM (highest dose often 46.1 µM), for inactives: at the highest dose ratio change, negative = lower green/red ratio, usual class: inhibitors | 340,000 tested, 0.05% active; active means well fitted inhibition curve with a large enough effect in the signal ratio, with a control signal flat, not every such curve was filed as active; inconclusive means small, poorly fitted or top-dose-only effect, or effect the other way, or a change in a side signal; the % refers to the signal ratio;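 further: potency means the concentration at half of the fitted maximal effect; plate controls were basal doxycycline-induced cells for no effect and cells given 10 µM MG132 for full effect; MG132 reads +100%, hits lower the ratio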
#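 Cell line TMD8 (human ABC DLBCL), stably expressing tet-inducible CBG68-IkBa fusion and CBR; IMDM/0.5% FBS; cpd up to 46 uM; dox induction, 4 h, 37C/5% CO2; dual luminescence; green/red ratio; MG132 control.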
# PKM2 activator – qHTS Assay for Activators of Human Muscle isoform 2 Pyruvate Kinase. 260,000 tested, 0.34% active. Potency, µM (series often up to 57.5 µM), for inactives: top-dose activation, usual class: activators. purified PKM2, Kinase-Glo ATP luminescence, activation; response scale: 0% is enzyme alone, no compound. AID 1631, 2009; further: potency means the concentration at half of the fitted maximal effect; on the % scale 0 is the no-effect control and ±100 the full control effect; nearly all actives have a fitted effect of over 55% in size
#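 hPK-M2, >95% pure; 0.1 mM ADP / 0.5 mM PEP final; imidazole pH7.2 buffer w/ 7 mM MgCl2, 50 mM KCl; 1 h RT; Kinase-Glo lum. Intermediate enzyme activity for dual inhibitor/activator qHTS.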
# GALK inh – qHTS Assay for Inhibitors of Human Galactokinase (GALK) | Purified GALK, Kinase-Glo residual ATP luminescence | 270,000 tested, 0.007% active | Potency, µM (top dose mostly 57.5 µM), without a hit: at the top dose activity change, negative = inhibition, actives largely listed as inhibitors | P51570; further: potency means the concentration at half of the fitted maximal effect; on the % scale 0 is the no-effect control and ±100 the full control effect
# Target sequence (P51570 whole entry, looked up): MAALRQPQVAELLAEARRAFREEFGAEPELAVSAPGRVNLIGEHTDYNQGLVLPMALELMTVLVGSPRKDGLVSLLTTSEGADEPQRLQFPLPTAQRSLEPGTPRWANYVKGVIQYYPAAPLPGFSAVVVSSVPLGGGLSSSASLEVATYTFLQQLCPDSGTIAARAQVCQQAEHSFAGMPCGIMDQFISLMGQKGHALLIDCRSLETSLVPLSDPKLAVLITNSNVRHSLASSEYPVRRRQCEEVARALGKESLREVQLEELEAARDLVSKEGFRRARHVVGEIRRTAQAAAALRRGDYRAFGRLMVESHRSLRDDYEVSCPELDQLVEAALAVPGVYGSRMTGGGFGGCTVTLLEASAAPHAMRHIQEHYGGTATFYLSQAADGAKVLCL
#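 5 nM enzyme, 35 uM ATP, 100 uM galactose, 20 mM HEPES pH8.0, 5 mM MgCl2; 1 h RT; residual ATP by Kinase-Glo Plus luminescence, qHTS format.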
# S-ASM inh – Inhibitors of Secretory Acid Sphingomyelinase (S-ASM): qHTS. Sphingomyelin phosphodiesterase (Homo sapiens), P17405. placental ASM, HMU-PC fluorogenic substrate, 60 min. Potency, µM (doses to about 57.5 µM), without a hit: top-dose activity change, negative = inhibition, hits mostly inhibitors. 340,000 tested, 0.006% active. AID 504937, 2011; further: potency means the concentration at half of the fitted maximal effect
#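 qHTS format. ASM enzyme prepared from human placenta hydrolyses the fluorogenic substrate HMU-PC0 (9 uM final) over 60 min at 37 °C after a 10 min compound preincubation.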
# PTAP TSG101 blk – qHTS Assay for Iinhibitors of HIV-1 Budding by Blocking the Interaction of PTAP/TSG101; Tumor susceptibility gene 101 protein (Homo sapiens), Q99816; Fluorescence polarization, FITC-PTAP peptide / Tsg101 binding; Potency, µM (titrated, usually from 115 µM), for inactives: at the top dose activity change, negative = inhibition, hits mostly inhibitors; 340,000 tested, under 10 active; AID 493005, 2010; active means well fitted inhibition curve with a large enough effect in the main read-out, with a control signal flat, not every such curve was filed as active; inconclusive means small, poorly fitted or top-dose-only effect, or effect the other way, or a change in a side signal; inactive means no such curve, though single readings can be large or run the other way; further: potency means the concentration at half of the fitted maximal effect; % of control where 0% means no effect
#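 FP read-out: FITC-PTAP peptide, 50 nM final, binding Tsg101 binding domain, 10 uM final; 20 min, r.t.; 10 mM HEPES pH 7.5, 0.15 M NaCl, 0.01% Tween 20, 3 mM EDTA, 0.1 mM TCEP.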
# Coupling enz – qHTS Assay for Inhibitors of Fructose-1,6-bisphosphate Aldolase from Giardia Lamblia: Coupling assay counterscreen. 290,000 tested, 0.67% active. AID 2472, 2010. activity change, negative = inhibition, % at 58.2 µM, hits read low. coupling enzyme system counterscreen, AmpLite Red fluorescence; in the data active means activity change below about -30%; further: on the % scale 0 is the no-effect control and ±100 the full control effect
#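 Coupling enzymes only (glyceraldehyde-3-phosphate) + compound, at 57.5 uM final, 10 min RT; add substrate/coupling/AmpLite Red mix, 20 min RT; fluorescence ex 525/em 598 nm. Actives flag coupling-system interference.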
# B2AR arrestin – qHTS assay of beta-arrestin-biased ligands of beta2-adrenergic receptor. beta-arrestin recruitment to beta2AR, cell-based reporter. AID 492947, 2010. Beta-2 adrenergic receptor (Homo sapiens), P07550. 330,000 tested, 0.02% active. Potency, µM (highest dose often 46.1 µM), without a hit: at the top dose activation, actives largely listed as activators;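 further: potency means the concentration at half of the fitted maximal effect; 0% = DMSO controls and full agonism = EC100 isoproterenol or metaproterenol; nearly all actives have a fitted effect of over 65% in size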
# Tb PFK inh – qHTS Assay to Find Inhibitors of T. brucei phosphofructokinase; ATP-dependent 6-phosphofructokinase (Trypanosoma brucei brucei), O15648; T. brucei PFK, ADP-Glo luminescence; Potency, µM (series often up to 57.5 µM), inactives show at the top dose activity, negative = inhibition, actives largely listed as inhibitors; 330,000 tested, 0.17% active;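 further: potency means the concentration at half of the fitted maximal effect; 0% = uninhibited 1x PFK enzyme wells and -100% = no-enzyme wells; nearly all actives have a fitted effect of over 60% in size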
#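 1.25 nM PFK with 0.5 mM F6P and 0.1 mM ATP in 0.1 M TEA pH 8.0, 5 mM MgCl2, incubated 45 min at room temperature; ADP measured by ADP-Glo luminescence; compounds titrated up to 57 uM.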
# Giardia kill – Small Molecules that selectively kill Giardia lamblia: qHTS; Giardia lamblia trophozoite viability; activity change, % at 7.66 µM, hits read low; 340,000 tested, 0.15% active; in the data active means activity change below about -80%; inconclusive means between about -30% and that limit;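 further: parasites exposed to compound for two days anaerobically before the ATP read; on the % scale 0 is the no-effect control and ±100 the full control effect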
#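 Luminescence from cellular ATP indicates surviving trophozoites (100 cells/well) following 48 hrs anaerobic compound treatment at 37 deg C; signal develops 15-30 min at room temperature.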
# Numbers without * were called inactive; ? = inconclusive; . = no result given; [ ] = another dose, or the depositor's remark. Unless noted, the call rests on the fitted dose curve; in most records, active means well fitted curve in the direction sought with a large enough effect; inconclusive means small, poorly fitted or top-dose-only effect, or another doubt; inactive means no such curve, though single readings can be large; an effect the other way counts as inactive or inconclusive. The list is partial, so the mix of outcomes need not match the whole.
1	CC1(C)CC(=O)C(CC2CCCCC2=O)C(=O)C1 (centres undefined)
2	CC[C@]12c3[nH]c4ccc(OC)cc4c3CCN1C(=O)C(CC(=O)NCc1ccc(OC)c(OC)c1)C[C@@H]2C(=O)N1CCN(C(=O)C2CC2)CC1 (some centres undefined)
3	O=C(CSc1n[nH]c(-c2ccncc2)n1)c1ccccc1
4	c1ccc(Cc2nc3ccccc3n2Cc2ccccc2)cc1
5	NNC(=O)c1ccc(Cn2cc(Cl)cn2)cc1
6	Cn1c(Cc2ccccc2)nnc1SCC(=O)Nc1ccc(N2CCOCC2)cc1
7	Cc1cc(NS(=O)(=O)c2ccc(NC(=O)CSc3nc4sc(C)c(C)c4c(=O)[nH]3)cc2)no1
8	Cc1cc(C(=O)N/N=C/c2ccc([N+](=O)[O-])s2)n[nH]1
Screen / compound no.,1,2,3,4,5,6,7,8
Integrin act MD,2%,-22%,20%,21%,28%,-28%,-4%,-54%[inhibitor]
Menin-MLL TR inh,.,.,-3%,-1%,-19%,-2%,3%,.
Chronic BCR inh,0%,4%,?,12%,-1%,-1%,9%,?
PKM2 activator,2%,.,-6%,0%,5%,-6%,-3%,3%
GALK inh,-1%,.,-1%,1%,0%,15%,2%,-2%
S-ASM inh,3%,4%,0%,1%,5%,3%,-1%,-9%
PTAP TSG101 blk,-4%,-8%,-9%,-4%,-1%,0%,-6%,0%
Coupling enz,3,.,1,7,-3,0,10,3
B2AR arrestin,0.1%,-0.2%,-0.4%,-0.1%,0.2%,-1.0%,-0.3%,-0.2%
Tb PFK inh,5%,0%,0%,0%,?,0%,-2%,0%
Giardia kill,1,3,12,3,-1,16,-11,-90*

9	COC(c1ccccc1)c1nnc(CCC(=O)N(C)CCOc2ccccc2)o1 (centres undefined)
10	O=C(NCC(=O)N1CCCCC1)c1ccc(Cl)cc1Cl
11	COc1ccc(Nc2nc(-c3cc4cccc(OC)c4oc3=O)cs2)cc1
12	CCn1c(CN2CCN(C(=O)c3ccco3)CC2)nc2c1c(=O)n(C)c(=O)n2C
13	Cc1c(NC(=O)c2cnn3c2NC(c2ccc(Br)cc2)CC3C(F)(F)F)c(=O)n(-c2ccccc2)n1C (centres undefined)
14	Cc1ccc(SCCC(=O)NC(C(C)C)C(C)C)cc1
15	CC(O)CC(C(=O)NNc1ccccc1)C(=O)NNc1ccccc1 (centres undefined)
16	COc1cc(Cl)c(C)cc1NC(=O)CSc1nc2ccccc2o1
Screen / compound no.,9,10,11,12,13,14,15,16
Integrin act MD,-28%,-30%[inhibitor],0%,0%,18%,3%,-2%,3%
Menin-MLL TR inh,-17%,5%,?,12%,9%,-8%,7%,7%
Chronic BCR inh,?,-18%,?,0%,-27%,2%,-1%,0%
PKM2 activator,-1%,1%,-5%,1%,-8%,0%,1%,9%
GALK inh,6%,-1%,2%,1%,-2%,0%,-1%,1%
S-ASM inh,6%,2%,?,0%,3%,-3%,-2%,-4%
PTAP TSG101 blk,-4%,-7%,-5%,-7%,-8%,-3%,0%,-11%
Coupling enz,7,0,0,2,5,0,0,7
B2AR arrestin,-0.4%,-0.2%,-0.4%,-0.1%,-0.3%,-2.1%,0.0%,0.4%
Tb PFK inh,1%,2%,-3%,-4%,-1%,0%,0%,1%
Giardia kill,41[activator],-15,-6,-14,-2,13,9,-8

17	CC(NC(=O)c1cccnc1)C(=O)O (centres undefined)
18	CC(C)OC(=O)NC(Nc1ccccc1C(=O)O)(C(F)(F)F)C(F)(F)F
19	Fc1cccc(Cl)c1Cn1nnc(-c2ccc3c(c2)OCO3)n1
20	CCN(CCCCCN(C)C)Cc1cc2ccccc2o1
21	CCN1CCCC1CNC(=O)c1cc2c(-c3ccc(Cl)cc3)nn(C)c2s1 (centres undefined)
22	O=C(c1cccc(Br)c1)N1CCN(c2cnn(-c3ccccc3)c(=O)c2Cl)CC1
23	COc1ccc(C2/C(=C(/O)c3ccccc3)C(=O)C(=O)N2CCN2CCOCC2)c(OC)c1 (centres undefined)
24	COc1cccc(C2CCCN2Cc2nc(-c3cnccn3)no2)c1 (centres undefined)
Screen / compound no.,17,18,19,20,21,22,23,24
Integrin act MD,0%,18%,-1%,-15%,-51%[inhibitor],23%,8%,-27%
Menin-MLL TR inh,-8%,.,7%,-18%,1%,-17%,?,3%
Chronic BCR inh,1%,-4%,-1%,-2%,?,0%,12%,-2%
PKM2 activator,-3%,-1%,-2%,-1%,-2%,4%,2%,0%
GALK inh,-1%,-2%,0%,1%,3%,0%,-3%,6%
S-ASM inh,8%,0%,-4%,5%,-16%,2%,0%,1%
PTAP TSG101 blk,0%,-1%,0%,-1%,-4%,0%,-3%,-2%
Coupling enz,3,-1,6,-10,0,-1,1,0
B2AR arrestin,-0.4%,2.2%,-0.2%,-0.1%,-0.9%,-0.2%,-0.7%,-1.0%
Tb PFK inh,-1%,3%,-2%,-7%,3%,2%,-4%,-6%
Giardia kill,-17,-13,12,-3,37[activator],-3,14,-14

25	Cc1ccc(NC(=O)CCc2c(C)nn(-c3ccc(N4CCOCC4)nn3)c2C)cc1F
26	COc1ccc(N2C(=O)CSC23C(=O)N2c4c(cccc43)C(C)=CC2(C)C)cc1 (centres undefined)
27	O=C(Oc1ccc(-c2nnco2)cc1)c1ccc(Br)o1
28	Cc1n(C)c2cc(Cl)ccc2[n+]1Cc1ccccc1
29	NS(=O)(=O)c1cc2c(cc1Cl)NC(c1ccccc1OCC(=O)O)NS2(=O)=O (centres undefined)
30	CSc1ccccc1NC(=O)C(=O)c1c[nH]c2ccccc12
31	O=C1C(Cl)=C(NCC2CCCO2)C(=O)N1CCc1ccccc1 (centres undefined)
32	Cn1c2c(c(=O)n(C)c1=O)CN(CCCN1CCOCC1)CN2
33	O=c1c2cnn(-c3ccccc3)c2nnn1Cc1ccccn1
Screen / compound no.,25,26,27,28,29,30,31,32,33
Integrin act MD,0%,19%,-27%,-14%,18%,0%,-29%,0%,-5%
Menin-MLL TR inh,.,15%,.,0%,6%,?,2%,-2%,-14%
Chronic BCR inh,-1%,?,1%,-5%,-17%,?,7%,2%,?
PKM2 activator,.,-4%,1%,-2%,-1%,4%,9%,-5%,15%
GALK inh,0%,1%,-4%,1%,-1%,-3%,2%,-2%,0%
S-ASM inh,-2%,-8%,-4%,8%,1%,-6%,-4%,10%,3%
PTAP TSG101 blk,-3%,-5%,-9%,1%,1%,-3%,-5%,-2%,0%
Coupling enz,.,6,.,0,1,-3,1,0,3
B2AR arrestin,0.1%,-0.7%,-0.4%,-0.3%,-0.6%,-0.5%,-0.3%,-0.1%,-0.1%
Tb PFK inh,-1%,1%,-3%,2%,-12%,1%,1%,18%,12%
Giardia kill,2,-7,33[activator],20,5,10,-16,2,4
